# IDH1 R132H inh: blocks human mutant IDH1 R132H enzyme; O75874; IDH1-R132H enzyme, NADPH consumption, diaphorase/resazurin fluorescence; Potency, µM (series often up to 76.6 µM), for inactives: at the top dose activity change, negative = inhibition, hits mostly inhibitors; actives 0.093% (n = 390,000); further: potency means the concentration at half of the fitted maximal effect; on the % scale 0 is the no-effect control and ±100 the full control effect; nearly all actives have a fitted effect of over 65% in size
# Target sequence (O75874 whole entry R132H, stated change not applied): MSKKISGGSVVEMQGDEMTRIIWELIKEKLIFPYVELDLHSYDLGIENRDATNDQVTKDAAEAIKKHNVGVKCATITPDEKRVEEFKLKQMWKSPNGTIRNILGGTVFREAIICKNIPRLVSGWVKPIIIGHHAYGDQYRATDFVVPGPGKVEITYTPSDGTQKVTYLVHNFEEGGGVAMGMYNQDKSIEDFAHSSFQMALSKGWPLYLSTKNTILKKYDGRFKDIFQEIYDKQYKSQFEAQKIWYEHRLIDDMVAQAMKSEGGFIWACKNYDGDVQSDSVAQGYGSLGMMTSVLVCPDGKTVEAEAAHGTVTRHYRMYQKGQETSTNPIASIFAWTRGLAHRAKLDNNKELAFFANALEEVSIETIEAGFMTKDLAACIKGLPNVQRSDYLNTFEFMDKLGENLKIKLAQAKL
#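 IDH1-R132H (0.5 ug/mL) preincubated 30 min with compound, then NADPH (0.016 mM) and alpha-KG (2 mM) added; 80 min at RT, pH 7.5. Remaining NADPH coupled via diaphorase/resazurin to fluorescence (540/590 nm); concentration-response curves normalized to no-enzyme control.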
# TrxR1 substrate: rat thioredoxin reductase 1 substrate activity; actives 0.01% (n = 390,000); Potency, µM (top dose mostly 114 µM), without a hit: at the highest dose activity change, negative = substrate turnover; purified TrxR1 substrate turnover, NADPH consumption readout; O89049; further: potency means the concentration at half of the fitted maximal effect; on the % scale 0 is the no-effect control and ±100 the full control effect; nearly all actives have a fitted effect of over 50% in size
# Target sequence (O89049 whole entry, looked up): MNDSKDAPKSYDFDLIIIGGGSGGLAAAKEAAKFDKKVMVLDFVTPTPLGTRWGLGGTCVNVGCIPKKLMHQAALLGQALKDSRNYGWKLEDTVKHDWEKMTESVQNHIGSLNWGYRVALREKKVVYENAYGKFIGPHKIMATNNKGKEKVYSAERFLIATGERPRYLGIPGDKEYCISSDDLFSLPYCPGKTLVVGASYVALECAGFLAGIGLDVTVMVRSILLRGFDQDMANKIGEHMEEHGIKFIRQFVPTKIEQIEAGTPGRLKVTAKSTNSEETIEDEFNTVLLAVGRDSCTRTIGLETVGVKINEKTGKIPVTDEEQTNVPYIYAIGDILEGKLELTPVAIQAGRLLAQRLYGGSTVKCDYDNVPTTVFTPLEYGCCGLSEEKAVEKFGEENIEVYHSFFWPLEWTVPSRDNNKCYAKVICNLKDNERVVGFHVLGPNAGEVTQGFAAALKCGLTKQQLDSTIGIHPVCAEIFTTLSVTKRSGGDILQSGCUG
#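 Rat TrxR1, dispensed at 90 nM, was prereduced with 400 uM NADPH (final) for 5 min at ~22 deg C, then incubated with compound 15 min before 400 uM selenite. A first-read NADPH fluorescence drop versus no-compound background flagged substrates.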
# rTrxR1 inhibitor: rat TrxR1 inhibition; O89049; recombinant rTrxR1, NADPH fluorescence consumption, selenite substrate; Potency, µM (series often up to 114 µM), inactives show at the top dose activity change, negative = inhibition, hits mostly inhibitors; actives 1% (n = 390,000); AID 588453; further: potency means the concentration at half of the fitted maximal effect; on the % scale 0 is the no-effect control and ±100 the full control effect; nearly all actives have a fitted effect of over 65% in size
#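 Rat TrxR1 (90 nM in the dispensed reagent) was pre-reduced with 400 uM NADPH for 5 min at room temperature, then incubated with compound for 15 min. After 400 uM selenite was added, NADPH fluorescence (Ex 340/Em 450 nm) was followed for 8 min.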
# TRHR ag: TRH receptor (human) agonism; P34981; TRHR cells, calcium flux fluo-8, FDSS agonist mode; activation, % at 2 µM; actives 0.18% (n = 360,000); AID 493084; in the data active means activation above about 30%; further: 0% is about no effect
#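 Steps: seed TRHR cells overnight; add fluo-8 no-wash Ca dye, RT 30 min–1.5 h; record 10 s baseline; pin-transfer compounds; monitor fluorescence 1 cycle/s for the agonist window. Calcium increases flag candidate agonists.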
# D2 antag: D2 dopamine receptor (human) antagonism. actives 2% (n = 340,000). inhibition, % at 10 µM. AID 485344. HEK293 TREx D2 cells, calcium flux, dopamine EC80; in the data active means inhibition above about 30%; further: 0% is about no effect
#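 Antagonism is scored as inhibition of an EC80 dopamine-evoked calcium signal in a force-coupled, tetracycline-inducible HEK293 T-REx D2 line, with compound present 180 s before agonist.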
# USP1 inh: inhibitors of human USP1/UAF1 deubiquitinase. Potency, µM (top dose mostly 57.1 µM), for the others: top-dose activity change, negative = inhibition, actives largely listed as inhibitors. recombinant USP1/UAF1, Ub-Rhodamine cleavage fluorescence. AID 743255. O94782. actives 0.23% (n = 390,000); further: potency means the concentration at half of the fitted maximal effect; on the % scale 0 is the no-effect control and ±100 the full control effect; nearly all actives have a fitted effect of over 60% in size; inactives centre near -12
#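 High-throughput fluorogenic screen: 1nM USP1/UAF1 complex, Ub-Rho substrate 150nM final, 50mM HEPES pH 7.8 with 0.5mM EDTA, 0.1 mg/ml BSA, 1mM TCEP and 0.01% Tween-20.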
# Pin1 inhibitor: human Pin1 inhibition. actives 0.009% (n = 390,000). Q13526. Pin1 FP peptide displacement, HiFluor488, 10 min. Potency, µM (doses to about 115 µM), for the others: top-dose activity, negative = inhibition, actives largely listed as inhibitors; active means well fitted inhibition curve with a large enough effect in the polarisation, with a control signal flat, not every such curve was filed as active; inconclusive means small, poorly fitted or top-dose-only effect, or effect the other way, or a change in a side signal; inactive means no such curve, though single readings can be large or run the other way; the % refers to the polarisation; further: potency means the concentration at half of the fitted maximal effect; on the % scale 0 is the no-effect control and ±100 the full control effect
# Target sequence (Q13526 whole entry, looked up): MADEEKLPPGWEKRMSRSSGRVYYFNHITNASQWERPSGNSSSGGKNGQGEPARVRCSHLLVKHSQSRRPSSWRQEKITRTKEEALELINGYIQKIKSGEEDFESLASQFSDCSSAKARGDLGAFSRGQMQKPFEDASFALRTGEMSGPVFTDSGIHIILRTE
# D2 agonist: activates the human D2 dopamine receptor. P14416. HEK293 T-REx D2 cells, calcium flux agonist mode. activation, % at 2 µM. actives 0.53% (n = 340,000);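 active means activation over 3 SD above normal in the single-dose calcium agonist read, cut at about 30% in these data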; further: 0% is about no effect
#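 Calcium-flux readout, 1 cycle/sec over 180 s following compound pin transfer, in inducible HEK293 Trex D2 cells (force-coupled); dopamine controls included. Positive calcium responses during this window marked compounds as potential agonists.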
# TRHR PAM: allosteric enhancers of human TRH receptor; enhancement, % at 2 µM; TRHR cells, fluo-8 calcium fluorescence, EC20 TRH enhancement; AID 493056; P34981; actives 0.66% (n = 360,000); in the data active means enhancement above about 30%; further: 0% is about no effect
#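 TRHR-expressing cells loaded with fluo-8 calcium dye were read kinetically (ex 480/em 530) during compound addition, then stimulated with an EC20 of TRH (10 nM final). Enhancement of the Gq-mediated intracellular calcium response was scored.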
# Starred values were filed as active, the others as inactive; ? = inconclusive; . = not tested or not shown; [ ] = remark or other dose. Unless noted, the call rests on the fitted dose curve; in most records, active means well fitted inhibition curve with a large enough effect; inconclusive means small, poorly fitted or top-dose-only effect; inactive means no such curve, though single readings can be large or run the other way. Not all compounds are listed, so the mix of outcomes need not match the whole.
SMILES,IDH1 R132H inh,TrxR1 substrate,rTrxR1 inhibitor,TRHR ag,D2 antag,USP1 inh,Pin1 inhibitor,D2 agonist,TRHR PAM
COC(=O)CC1Oc2ccc(Cl)cc2-n2cc(-c3ccc(F)cc3)nc21 (stereo not given),-9.0%,-3.9%,3.4%,2.0,.,-11.5%,33.9%[activator],0.7,1.9
Cc1ccc(S(=O)(=O)N2CCOCC2)cc1C(=O)NCc1ccccc1CN1CCCC1,5.3%,2.9%,?,0.2,.,-19.7%,?,.,22.5
CCN(CC#CCC1(O)c2ccccc2-c2ccccc21)C(C)C,7.7%,-2.8%,-3.7%,2.6,.,2.6%,-4.2%,.,5.8
CSCCC(NS(=O)(=O)c1ccccc1)C(=O)OCc1nc2ccsc2c(=O)[nH]1 (stereo not given),7.8%,-6.7%[57.1 µM],0.1%,0.4,17.5,-13.6%,0.4%,0.8,4.6
O=c1[nH]c2ccccc2n1CCCSCCCn1c(=O)[nH]c2ccccc21,5.6%,3.2%[57.1 µM],4.8%[57.1 µM],-0.2,5.0,-6.8%,-4.5%,0.1,4.6
CCN=C(NCC)SC1CC(=O)N(CCc2ccccc2)C1=O (stereo not given),1.8%,4.0%[57.1 µM],10.5%[57.1 µM],.,.,-0.9%,3.1%,.,.
O=C(C(=O)N1CCCc2ccccc21)c1c[nH]c2ccccc12,9.4%,7.7%,25.6%,.,.,-8.7%,-2.8%,.,.
COc1ccccc1C(CNC(=O)c1cccc(S(=O)(=O)Nc2ccc(C)cc2)c1)N(C)C (stereo not given),2.9%,-4.4%,-22.2%,0.3,-2.1,-13.0%,-0.4%,0.6,-2.6
O=C(Nc1cc(-c2nc3ncccc3o2)ccc1Cl)c1cccs1,0.4%,2.9%,-0.2%,-0.4,1.5,-19.5%,5.2%,1.1,0.1
Cc1cc(NC(=O)CN2CC(C)OC(C)C2)n(-c2nc3ccccc3s2)n1 (stereo not given),4.8%,-3.7%,-0.3%,-0.3,34.3*,-17.4%,-0.1%,0.1,6.9
CC(=O)c1c(C)[nH]c(C(=O)OCC(=O)NCc2ccc3c(c2)OCO3)c1C,23.5%,2.7%,1.3%,0.4,26.7,-17.0%,1.9%,-0.8,7.1
O=C(O)c1ccc2c(=O)n3c(nc2c1)/C(=C/c1cccc(Cl)c1Cl)CCCC3,-10.6%,5.4%,12.5%,0.0,-7.7,-20.9%,0.3%,1.3,2.5
COc1ccc(-c2cc(C(=O)N/N=C/c3cccnc3)c3ccccc3n2)cc1,-4.1%,15.5%,10.0%,-0.5,-8.9,-25.6%,-2.1%,-1.0,2.3
Cc1cc(C(=O)NCC(c2ccco2)N(C)C)ccc1[N+](=O)[O-] (stereo not given),-5.1%,3.2%,8.3%,-0.2,10.9,-11.1%,-7.7%,1.9,7.0
O=c1cc(-c2ccccc2[N+](=O)[O-])oc2ccccc12,4.6%,-4.9%,18.8%[57.1 µM],-0.5,0.2,-5.5%,-1.1%,-0.9,-4.2
COc1cccc(-n2c(Cc3cc(=O)[nH]c(=O)[nH]3)nnc2SCC(=O)N2CCCCC2)c1,12.1%,-6.0%[57.1 µM],2.5%[57.1 µM],0.2,-15.6,-21.5%,?,0.6,1.2
COc1ccccc1NC(=O)c1cc2ccc3cccnc3c2[nH]1,22.3%,4.4%[57.1 µM],26.9%[57.1 µM],-0.2,.,-21.5%,2.0%,0.2,23.4
Cc1ccc(-c2nnc(N3CCOCC3)c3ccccc23)cc1S(=O)(=O)N(C)C,-2.3%,-2.8%,1.5%,-0.8,-23.1,-8.5%,1.4%,-1.4,13.5
Cc1cc(=O)oc2c(C)c(OCC(=O)N3CCN(c4ccccc4)CC3)ccc12,-8.1%,-1.2%,11.6%,-1.1,5.7,-24.9%,-3.9%,-0.1,-4.3
COc1ccc2c(C)c(CCC(=O)NCc3ccc(Cl)cc3)c(=O)oc2c1C,7.3%,13.3%,25.2%,0.1,.,-19.3%,?,-0.8,0.4

# Structural class, those above containing a Cl atom.
SMILES,IDH1 R132H inh,TrxR1 substrate,rTrxR1 inhibitor,TRHR ag,D2 antag,USP1 inh,Pin1 inhibitor,D2 agonist,TRHR PAM
COC(=O)CC1Oc2ccc(Cl)cc2-n2cc(-c3ccc(F)cc3)nc21 (stereo not given),-9.0%,-3.9%,3.4%,2.0,.,-11.5%,33.9%[activator],0.7,1.9
O=C(Nc1cc(-c2nc3ncccc3o2)ccc1Cl)c1cccs1,0.4%,2.9%,-0.2%,-0.4,1.5,-19.5%,5.2%,1.1,0.1
O=C(O)c1ccc2c(=O)n3c(nc2c1)/C(=C/c1cccc(Cl)c1Cl)CCCC3,-10.6%,5.4%,12.5%,0.0,-7.7,-20.9%,0.3%,1.3,2.5
COc1ccc2c(C)c(CCC(=O)NCc3ccc(Cl)cc3)c(=O)oc2c1C,7.3%,13.3%,25.2%,0.1,.,-19.3%,?,-0.8,0.4

# (more compounds)
SMILES,IDH1 R132H inh,TrxR1 substrate,rTrxR1 inhibitor,TRHR ag,D2 antag,USP1 inh,Pin1 inhibitor,D2 agonist,TRHR PAM
O=C1CC(SCc2nc3ccccc3[nH]2)C(=O)N1c1cccc(F)c1 (stereo not given),-1.2%,1.4%,?,0.2,9.2,-1.8%,5.6%,0.1,-6.2
COC(=O)c1c(NC(=O)c2nc(SCc3ccccc3C)ncc2Cl)sc2c1CCCC2,.,9.5%,42.0%[activator],0.4,.,-11.1%,-6.3%,-0.1,2.5
O=[N+]([O-])c1cccc(-n2cc3ccc([N+](=O)[O-])cc3n2)c1,-0.2%,-11.3%,-11.3%,0.0,12.9,-19.5%,5.3%,0.4,9.7
CCn1c(SCC(=O)Nc2ccc3c(c2)OCO3)nc2ccccc21,9.6%,-5.9%,11.4%,-0.1,1.4,-19.0%,-7.9%,3.2,-9.7
CC(C)N1C(=O)CCC1C(=O)N1CCCc2ccccc21 (stereo not given),2.3%,0.0%,13.5%,0.3,.,-23.5%,-0.9%,.,1.3
CCOc1ccc(NC(=O)CSc2nc(-c3cccs3)cc(C(F)(F)F)c2C#N)cc1,0.0%,-1.3%,17.4%,0.6,.,?,10.0%,.,2.5
O=C(NCCc1ccccc1)C(=O)c1cn(CC(=O)N2CCCC2)c2ccccc12,1.7%,-11.7%,-2.6%,-0.5,6.7,1.1%,-1.6%,-0.1,-4.9
Cc1c(Cl)cccc1NC(=S)NC1CCN(Cc2ccccc2)CC1,4.0%,-7.5%,-12.4%,2.9,85.3*,-1.4%,-0.8%,1.5,6.2
Cc1cc(Br)cc(C)c1OCC(=O)NNC(=O)c1cccs1,-10.1%,3.4%,13.8%,-0.1,-3.3,-13.1%,2.2%,-0.3,-4.3
Cc1ccc(Cn2nnnc2CN2CCC(NC(=O)C(C)(C)C)CC2)cc1,8.8%,1.8%[57.1 µM],15.8%[57.1 µM],-1.0,11.6,-22.1%,-8.2%,0.0,-1.2
CC(C)(C)N=C1NN=C(c2cc3ccccc3o2)CS1,-16.4%,-10.9%,-15.4%,-0.1,.,?,-3.0%,.,2.4
CCc1ccc(NC(=S)N(Cc2cccc(Br)c2)CC2CCC(C(=O)O)CC2)cc1 (stereo not given),12.7%,1.8%,0.7%,0.0,-12.6,-10.1%,-6.2%,-0.1,2.5
CC(=O)c1cccc(NC(=O)c2oc(C)nc2C)c1,-2.9%,4.2%,6.3%,0.0,-9.2,-6.9%,-0.1%,0.7,-1.9
COc1ccc(C)cc1NC(=O)Nc1cc(C(=O)NCc2ccc(C)cc2)ccc1N1CCCC1,-7.2%,1.6%[57.1 µM],10.4%[57.1 µM],0.7,.,-12.7%,13.9%,2.1,0.9
CN(C)C(=O)c1cn(-c2ccc(Cl)cc2)c(=O)c2ccccc12,7.5%,12.1%,21.9%[11.4 µM],-0.6,1.3,-22.4%,-4.4%,-0.6,-3.5
CSc1ccc(CN2CCN(C(=O)c3ccc([N+](=O)[O-])cc3)CC2)cc1,-5.9%,3.5%,15.5%,0.1,-3.6,-19.8%,-4.6%,0.2,-11.5
COc1ccc(CC(=S)NCCc2ccccc2)cc1,0.0%,-3.3%,0.4%,-0.9,-11.4,-18.7%,-4.9%,1.2,-1.9
O=C(O)C1CCCCC1C(=O)NCCCCc1ccccc1 (stereo not given),0.1%,18.2%[57.1 µM],27.2%[57.1 µM],-0.4,2.2,-5.1%,0.2%,0.7,5.0
O=C(c1cc(COc2cccc(C(F)(F)F)c2)on1)N1CCC(Oc2cccnc2)CC1,8.5%,-2.6%,15.7%,-0.1,4.5,-26.2%,-12.6%,0.0,-6.2
Cc1ccc(S(=O)(=O)N(C(=O)c2ccco2)c2cc3sc(=O)oc3c3ccccc23)cc1,8.4%,-8.4%,-20.7%,-0.7,-0.7,-8.3%,-2.6%,-0.2,3.8
COc1ccc(CN2CCN(Cc3cn(C)nc3-c3ccccc3)CC2CCO)c(C)c1C (stereo not given),6.4%,-8.6%[57.1 µM],-20.0%[57.1 µM],-0.4,33.2*,?,1.3%,1.9,6.6
CCOC(=O)C1=C(COC(=O)CCc2ccccc2)NC(=O)NC1C (stereo not given),13.4%,-3.0%,13.8%,0.7,-26.7,-8.8%,1.8%,0.2,0.1
COc1ccc2nc3cc([N+](=O)[O-])ccc3c(NNc3ccc([N+](=O)[O-])cc3)c2c1,5.0%,-10.3%,-23.1%,.,.,-8.7%,-0.6%,.,.
COC(=O)c1cc(NC(=O)C2(S(=O)(=O)c3ccc(C)cc3)CC2)cc(C(=O)OC)c1,9.4%,-11.8%,-9.2%,-1.9,-11.9,6.2%,8.0%,-0.5,4.5
COc1ccc(-n2nnnc2SCC(N)=O)cc1,0.6%,-1.8%,4.3%,0.2,2.1,-8.5%,-6.5%,-0.4,7.2
CCOc1cc(CNCCSc2nnnn2C)cc(Cl)c1OCc1ccc(Cl)cc1,17.4%,-9.0%,9.0%,-3.3,.,-8.9%,?,-1.2,0.3

# Screening data (PubChem)
